ZTA DNA inh: blocks Epstein-Barr virus ZTA, an EBNA-1 counter-screen. P03206. ZTA-DNA binding, fluorescence polarization. inhibition, % at 11 µM. 0.15% of 320,000 active; in the data active means inhibition above about 33%
AHR activator: activates the human aryl hydrocarbon receptor. AHR-responsive luciferase reporter cells, luminescence. 2.5% of 320,000 active. AID 2796. P35869. activation, % at 5 µM; in the data active means activation above about 47%;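 further: 0% = vehicle wells and 100% = reference agonist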
RPL19A-GFP yeast: alters RPL19A-GFP fluorescence in TOR pathway yeast screen | 0.3% of 330,000 active | S. cerevisiae RPL19A-GFP strain, flow cytometry, 3 h; stronger effect = lower value | percent response vs DMSO, % at 10 µM | AID 2025;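 active means percent response vs DMSO below 50%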;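 further: median channel GFP fluorescence of the barcoded RPL19A-GFP strain; ratio of sample median GFP to plate DMSO average so 100% = DMSO; lower means less RPL19A-GFP as with rapamycin TOR inhibition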
LAP4 TOR yeast: modulators of TOR pathway LAP4-GFP in S. cerevisiae | 0.34% of 320,000 active | GFP response vs DMSO, % at 10 µM | S. cerevisiae LAP4-GFP multiplex, flow cytometry GFP, 3 h; median GFP as percent of DMSO wells;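 active means GFP response vs DMSO above a set limit, about the screen mean plus 3 SD, cut at about 150% in these data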
proCasp7 act: activates human procaspase-7, counter-screen for procaspase-3 activators. recombinant procaspase-7, Ac-DEVD-pNA absorbance 405 nm; D23A/D198A/D206A triple mutant, cannot self-cleave; scale: DMSO 0, 5 µM enzyme 100. activation, % at 8.5 µM. 0.093% of 330,000 active;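 active means percent activation above the screen-wide mean plus 3 SD, cut at about 25% in these data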
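Assay system: Uncleavable procaspase-7 mutant enzyme / Input: 2 µM procaspase-7 mutant as dispensed / Dosing: single nominal 8.5 µM compound dose, 0.8% DMSO final / Timing: 1 h enzyme–compound preincubation and 2 h substrate reaction, both 25 °C / Detection: p-Nitroaniline absorbance at 405 nm, read at 0 and 120 min / Replication: singlicate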
EBNA-1 inhibitor: blocks EBNA-1 binding to DNA; EBNA-1 DNA binding, fluorescence polarization; inhibition, % at 14.8 µM; 0.34% of 300,000 active; AID 1950; in the data active means inhibition above about 28%
proCasp3 act: procaspase-3 (human) activation; P42574; recombinant procaspase-3 D3A, Ac-DEVD-pNA absorbance 405 nm; activation, % at 8.5 µM; 0.11% of 330,000 active;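 active means activation above the mean of all tested compounds plus 3 SD, cut at about 21% in these data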;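 further: 0% = DMSO alone and 100% = DMSO wells spiked with extra 5 µM PC-3 D3A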
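Test system: Procaspase-3 D3A mutant, all three cleavage aspartates alanine | Dosing: Single dose, 8.5 µM nominal compound, 0.8% DMSO | Schedule: 1 h preincubation, 2 h reaction | Technique: 405 nm absorbance of p-nitroaniline, reads at 0 and 120 min | Repeats: One well per compound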
MEP2 TOR yeast: modulators of TOR pathway MEP2-GFP in S. cerevisiae. S. cerevisiae MEP2-GFP strain, flow cytometry GFP, 3 h; 100% = DMSO control level. GFP response vs DMSO, % at 10 µM. 0.51% of 330,000 active;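 active means GFP response versus DMSO above a set limit, roughly screen mean plus 3 SD, cut at about 180% in these data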;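 further: median GFP fluorescence of the barcode-gated MEP2-GFP cells per well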
Numbers without * were called inactive; · = no result given; [ ] = remark or other dose. Some of the compounds tested; rates above refer to the full screens.

SMILES	ZTA DNA inh	AHR activator	RPL19A-GFP yeast	LAP4 TOR yeast	proCasp7 act	EBNA-1 inhibitor	proCasp3 act	MEP2 TOR yeast
COC(=O)C(Cc1ccc(N(CCCl)CCCl)cc1)N=Cc1ccccc1O (configuration not stated)	-24	3	97	80	-3	-16	-6	96
CCCCCSc1cc(OC)c(CCN)cc1OC	5	22	96	97	4	-8	3	96
CC1CCC(N2CCN(C(=O)COc3ccccc3)CC2)CC1 (configuration not stated)	-8	0	99	98	7	-6	-1	109
Cc1ccccc1C1=NCC(=O)N(CC(=O)NCc2ccco2)c2sc3c(c21)CCCC3	-9	1	107	107	9	9	-1	105
N#CC1=C(N)Oc2c(c(=O)oc3ccccc23)C1c1cccnc1 (configuration not stated)	-10	0	102	104	9	5	2	104
O=[N+]([O-])c1ccc(N2CCNCC2)cc1N1CCCCCC1	-17	2	95	98	-3	-7	-1	95
Cc1cc(C(=O)N=Nc2c(O)n(C)c3ccccc23)c(C)o1	-11	24	103	102	5	-14	-1	112
CCCCCCC(=O)N/N=C/c1c(O)n(C2CC2)c(=S)[nH]c1=O	-10	3	98	100	-6	0	0	93
CCCCn1c(O)c(C=NC2CCCCC2N)c(=O)[nH]c1=O (configuration not stated)	2	-1	96	95	-13	2	-2	97
CC1OC(C[N+](C)(C)C)CC1O (configuration not stated)	12	-2	99	122	2	0	1	100
COc1ccc(C(=O)C2CN(C)CC2C(=O)c2ccc(OC)cc2)cc1 (configuration not stated)	-14	15	99	106	2	-4	5	91
Cc1ccc2c(c1)CCCN2N=O	-4	-3	102	82	2	10	18	91
NC(=O)c1ccc(N=Cc2c(O)n(Cc3ccco3)c(=O)[nH]c2=O)cc1	5	1	98	103	-11	-5	-5	88
COc1ccc(CCC(=O)NCCc2cnc[nH]2)cc1	1	1	105	93	7	-7	0	102
Cc1c2cnn(CC(=O)N3CCC4(CC3)OCCO4)c(=O)c2c(C)n1Cc1ccccc1Cl	2	1	99	106	-4	-2	0	100
Cc1ccccc1N1C(=O)CC(=O)N(c2ccccc2C)C1=O	23	1	102	95	-4	0	-3	103
Cn1c(O)c(C(=O)c2ccccc2F)c(=O)n(C)c1=O	22	-1	97	89	2	9	9	109
c1ccc2c(CN3CCOCC3)c[nH]c2c1	14	19	107	84	5	8	3	102
O=C(Nc1ccccc1)c1c(O)[nH]c(=S)[nH]c1=O	-8	5	101	94	-8	2	-4	84
COc1ccc(C(=O)Oc2cccc3cccnc23)cc1S(=O)(=O)N1CCOCC1	7	1	102	104	-1	0	-3	103
Cc1[nH]c2ccc(OC(F)(F)F)cc2c1CCNCc1cccc([N+](=O)[O-])c1	6	7	98	100	8	2	1	105
C=CCn1c(O)c(C(C)=NCCc2ccccc2)c(=O)[nH]c1=O	-8	-2	96	89	9	-10	8	97
Nc1ccc(C(=O)N/N=C2/CN3CCC2CC3)cc1	5	3	104	95	-9	9	7	103
CN(C)CCN(CC1CCCN(Cc2ccccc2F)C1)C(=O)Cc1c(F)cccc1F (configuration not stated)	3	-1	90	79	3	-3	0	87
N#CCCn1cc(C(=O)Nc2ccccc2Cl)c(-c2ccc([N+](=O)[O-])cc2)n1	-10	1	89	86	8	-6	-8	96
Continued:
SMILES	ZTA DNA inh	AHR activator	RPL19A-GFP yeast	LAP4 TOR yeast	proCasp7 act	EBNA-1 inhibitor	proCasp3 act	MEP2 TOR yeast
COC(=O)C1=C(c2ccc(F)cc2OCc2ccccc2)C[C@@H]2CC[C@H]1N2C(=O)N1CCC(O)(c2ccc(Cl)cc2)CC1	·	0	94	110	0	·	12	95
Cc1c2cnn(CC(=O)N3CCC4(CC3)OCCO4)c(=O)c2c(C)n1Cc1cccc(Cl)c1	0	1	94	79	8	-5	5	102
O=C(COc1ccccc1Cl)N1CCCC(N2CCN(c3ccc(F)cc3)CC2)C1 (configuration not stated)	6	2	98	103	5	7	3	100
O=c1[nH]c(=O)n(CCC2=CCCCC2)c(O)c1C=NCc1cccnc1	1	4	103	102	-10	-9	-3	107
COc1ccc(C(=O)N2CCC3(CC2)OCCO3)cc1	-2	-1	105	99	-1	-6	-2	109
O=c1c2ccccc2nc(-c2ccc(Cl)cc2Cl)n1-c1ccncc1	-9	3	94	94	-2	-5	0	98
OC(CNCCc1c[nH]c2ccccc12)c1ccccc1 (configuration not stated)	2	1	99	88	-2	16	2	108
CCCC[N+]12CCC(CC1)C(Cc1ccccc1)C2 (configuration not stated)	-2	-1	101	96	-6	1	1	91
CCN(C(=O)CN1CC=C(c2ccccc2)CC1)c1c(N)n(Cc2ccccc2)c(=O)[nH]c1=O	1	-1	104	96	-3	1	6	112
CCCNC(=O)N1[C@H]2CC[C@@H]1C(C(=O)OC)=C(c1ccc(S(C)(=O)=O)cc1)C2	-6	-1	105	110	-1	-4	-1	111
CCn1c(O)c(/C=N/N2CCOCC2)c(=O)n(CC)c1=S	10	7	104	102	-7	-1	-7	104
COc1ccc(-c2cc(=O)c3c(OC)c(OC)c(OC)cc3o2)cc1	12	-2	96	108	4	3	1	104
CC(=O)N1CCN(Cc2ccc(Cl)nc2)CC1	10	6	103	90	1	-15	-1	83
COC(=O)C[C@]1(C(=O)OC)CN(C#N)N(c2ccc(Cl)cc2)C12c1ccccc1-c1ccccc12	17	-7	92	94	0	4	9	99
CN(C)CCNC(=O)c1cccn(Cc2cc(C(F)(F)F)cc(C(F)(F)F)c2)c1=O	0	0	97	97	-4	4	4	101
Cc1ccc(-c2nc3ccccc3c(=O)n2-c2nccs2)cc1	-6	23	98	105	4	-14	2	103
COc1ccc(CN2CCCC(C(=O)c3ccccc3SC)C2)cc1O (configuration not stated)	-25	0	92	88	9	0	-2	87
COC(=O)OCC12CCC(O1)C1(C)C(=O)OCC21 (configuration not stated)	6	0	98	103	1	0	4	103
COc1cc(C)c(-c2nc(CN3C[C@@H]4C[C@@H](C3)c3cccc(=O)n3C4)c(C)o2)cc1C	0	21	88	86	-4	-10	-8	93
O=C(c1ccccc1F)c1cn(Cc2ccc(F)cc2)c2ccccc12	-11	-1	104	104	-5	-3	4	98
CCOc1ccc(-c2cc(C)[n+](CCN(CC)CC)c(-c3ccc(OCC)cc3)c2)cc1	-3	-1	93	111	6	0	1	96
CC(=O)N1CN2CN(C(C)=O)CC(C(=O)c3ccc(Br)cc3)(C2)C1	7	1	99	99	2	-15	2	100
CCSc1nnc(C(N)Cc2ccccc2)o1 (configuration not stated)	8	2	104	103	7	9	5	102
CCOC(=O)C1(c2ccccc2)CCN(CCC(=O)Nc2ccc(F)cc2)CC1	2	0	100	101	18	·	-2	102
CCN(CCCl)Cc1ccccc1Br	-5	0	100	103	-4	-2	4	92

Six structures from above, sorted by length of the SMILES, descending:
SMILES	ZTA DNA inh	AHR activator	RPL19A-GFP yeast	LAP4 TOR yeast	proCasp7 act	EBNA-1 inhibitor	proCasp3 act	MEP2 TOR yeast
CCN(C(=O)CN1CC=C(c2ccccc2)CC1)c1c(N)n(Cc2ccccc2)c(=O)[nH]c1=O	1	-1	104	96	-3	1	6	112
CN(C)CCNC(=O)c1cccn(Cc2cc(C(F)(F)F)cc(C(F)(F)F)c2)c1=O	0	0	97	97	-4	4	4	101
CCOC(=O)C1(c2ccccc2)CCN(CCC(=O)Nc2ccc(F)cc2)CC1	2	0	100	101	18	·	-2	102
O=C(c1ccccc1F)c1cn(Cc2ccc(F)cc2)c2ccccc12	-11	-1	104	104	-5	-3	4	98
COc1ccc(CN2CCCC(C(=O)c3ccccc3SC)C2)cc1O (configuration not stated)	-25	0	92	88	9	0	-2	87
CCCC[N+]12CCC(CC1)C(Cc1ccccc1)C2 (configuration not stated)	-2	-1	101	96	-6	1	1	91

Following part.
SMILES	ZTA DNA inh	AHR activator	RPL19A-GFP yeast	LAP4 TOR yeast	proCasp7 act	EBNA-1 inhibitor	proCasp3 act	MEP2 TOR yeast
CC(=O)Nc1ccccc1C(=O)OCc1ccccc1F	-1	0	94	116	-2	-15	4	89
COC(=O)C1=C(c2cc3ccccc3s2)C[C@@H]2CC[C@H]1N2C(=O)N1CCCCC1	-2	2	103	117	-11	0	5	90
O=C1NC(=O)N(Cc2ccccc2)C(=O)/C1=C\C=C\c1ccco1	5	-3	101	88	-17	3	-8	103
N=c1n(CCO)c2ccccc2n1Cc1ccccc1	-5	6	97	99	-1	-9	-2	97
Cc1nn(CC(C)C)c(Cl)c1C(=O)O	14	-2	83	96	-2	6	-2	81
O=[N+]([O-])c1ccc(CNCCc2ccccc2)cc1	1	1	58[may fluoresce violet]	95[may fluoresce violet]	9	10	-1	153[may fluoresce violet]
N#CC1=C(N)Oc2c(c(=O)sc3ccccc23)C1c1ccncc1 (configuration not stated)	2	10	105	98	-9	-7	-12	102
C[C@@]12N[C@@H](Cc3ccccc31)c1ccccc12	-6	-2	100	104	-2	11	0	99
CCOC(=O)c1ccc(N=C(C)c2c(O)[nH]c(=O)[nH]c2=O)cc1	4	0	97	106	-6	8	-3	97
CN(C)Cc1ccccc1OC(=O)N(C)C	15	4	100	97	-4	9	4	102
CC(=O)O[C@@H]1/C=C/[C@](C)(O)C[C@@H](C)C/C=C/[C@H]2[C@H](O)C(C)=C(C)[C@H]3[C@H](Cc4ccccc4)NC(=O)[C@@]123	4	-3	98	103	-1	-6	5	102
C#CCN(C)C(C)Cc1ccccc1 (configuration not stated)	-7	-1	105	127	3	6	-4	99
Cn1c(O)c(C(c2ccncc2)c2c(O)n(C)c(=S)n(C)c2=O)c(=O)n(C)c1=S	9	0	100	102	-16	-10	7	96
COC(=O)C1=C(c2cc3ccccc3s2)C[C@@H]2CC[C@H]1N2C(=O)NC1CC1	-9	0	98	95	5	3	3	104
COC(=O)C1=C(c2ccc(C(C)=O)cc2)C[C@@H]2CC[C@H]1N2C(=O)N1CCCC1	16	-2	93	102	9	·	2	100
COC(=O)C1=C(c2ccc(C(C)=O)cc2)C[C@@H]2CC[C@H]1N2C(=O)NCCNC(C)=O	6	-2	92	103	-2	·	9	91
CC(C)n1cc(C(=O)N(CC(=O)NC(C)(C)C)Cc2ccccc2)cn1	-13	6	95	89	4	-3	8	100
COc1ccccc1[As](=O)(O)CC(O)COc1ccc(Cl)cc1Cl (configuration not stated)	3	-2	103	98	10	-7	-6	102
COc1cc(OC)c(OC)cc1CNCCc1ccc(OC)c(OC)c1	-20	-1	102	105	-1	-9	5	100
Cc1cc(C=C2C(=O)N(C)C(=S)N(C)C2=O)c(C)n1C1CCCCC1	11	3	95	91	-7	-12	-9	95
Cc1nnc2n1-c1ccc(Br)cc1C(c1ccccc1Cl)=NC2	-3	-3	96	93	-2	6	-4	104
CCOC(=O)C1C(=O)N(C)C2(C)CC1c1ccccc1O2 (configuration not stated)	5	3	95	94	6	4	-1	98
CCNc1cc(N2CCN(C)CC2)ccc1[N+](=O)[O-]	-11	15	101	98	-23	-1	-5	104
CCN(CC)C(=O)c1ccc(NC(=O)C2=C(C)OCCS2)cc1	-11	3	96	94	-7	-8	-7	106
O=C(O)CCn1cc(C=C2C(=O)NC(=O)NC2=O)c(-c2ccc(Br)cc2)n1	8	-1	103	83	-16	10	-4	106
c1ccc(CCN2CCC3(CC2)OCCO3)cc1	-3	0	102	98	10	6	-1	103
CCCCn1c(O)c(C(C)=Nc2ccc(OCC)cc2)c(=O)[nH]c1=O	-9	2	97	96	0	-5	2	103
COc1ccc(NC(=O)N2C[C@@H]3C[C@@H](C2)c2cccc(=O)n2C3)cc1	-29	-1	98	102	6	2	1	100
CC(=Nc1ccc(F)cc1)c1c(O)n(C)c(=O)[nH]c1=O	-3	-2	98	90	3	-4	-1	97
COc1cc2nc(CN3CC=C(c4ccccc4)CC3)[nH]c(=O)c2cc1OC	-15	12	93	92	-3	-10	-5	91

Bioassay records as filed in PubChem BioAssay.
